# Scp1 inh: blocks human Scp-1 phosphatase activity | Recombinant Scp1, phosphopeptide, malachite green phosphate absorbance | inhibition, % at 20 µM | hit rate 0.88% among 340,000 | AID 493091;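 active = inhibition above about 50% at 20 µM, limit read from the data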;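 also: plate controls were DMSO wells with enzyme for no effect and wells lacking enzyme for full effect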
# Target sequence (Q9GZU7 76-261 limits assumed): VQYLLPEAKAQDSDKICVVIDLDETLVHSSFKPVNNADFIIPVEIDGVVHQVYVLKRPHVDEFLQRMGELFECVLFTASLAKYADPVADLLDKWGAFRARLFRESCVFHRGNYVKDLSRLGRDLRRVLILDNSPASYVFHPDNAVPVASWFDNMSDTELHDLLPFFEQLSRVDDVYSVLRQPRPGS
#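 Material: truncated SCP-1 phosphatase (76-261aa) / Buffer or medium: 50 mM Tris acetate pH 5.5, 0.005% Tween-20, 10 mM MgCl2 / Compound dosing: one concentration, 20 µM, with 1.0% DMSO / Incubation: 45 min room-temperature reaction, 5 min colour, 30 min stabiliser / Detection: colorimetric free-phosphate detection, absorbance 630 nm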
# LMPTP inh: blocks human LMPTP phosphatase | P24666 | recombinant LMPTP-A, OMFP fluorogenic substrate, fluorescence intensity | inhibition, % at 20 µM | hit rate 0.22% among 360,000;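 active = compounds that cut the enzyme signal by at least half of the control window in the single-dose screen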;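 also: plate controls were DMSO wells with enzyme plus substrate for no effect and substrate without enzyme for full effect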
# Target sequence (P24666 whole entry, looked up): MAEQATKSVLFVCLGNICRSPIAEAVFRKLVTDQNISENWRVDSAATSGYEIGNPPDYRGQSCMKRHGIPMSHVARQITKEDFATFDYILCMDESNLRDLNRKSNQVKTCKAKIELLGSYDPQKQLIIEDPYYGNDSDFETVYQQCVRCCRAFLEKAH
#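 Assay system: LMPTP-A phosphatase enzyme | Input: 0.625 nM enzyme | Also added: Fluorogenic phosphatase substrate OMFP at 400 µM final | Compound dosing: One test concentration per compound, 20 µM, with 3% DMSO overall | Schedule: 50 min enzyme reaction at room temperature, protected from light | Signal: Fluorescence intensity | Benchmarks: no-enzyme and uninhibited controls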
# TbMetRS inhib: Trypanosoma brucei MetRS inhibition; purified T. brucei MetRS, ATP depletion, Kinase-Glo luminescence; inhibition, % at 11.9 µM; hit rate 0.4% among 360,000; AID 624268;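 active = inhibition above a per-plate cutoff of the control wells' mean inhibition plus 3 SD, cut at about 5.5% in these data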;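 also: 0% = DMSO wells median and 100% = median of wells with control inhibitor compound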
#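 Measured by: Kinase-Glo luciferase luminescence reporting remaining unconsumed ATP. Material: purified T. brucei MetRS enzyme. Doses: 11.9 µM compound single dose, 0.9% DMSO. Medium: HEPES buffer containing pyrophosphatase, BSA, spermine, DTT. Times: 15 min preincubation, 2 h reaction, all 25 °C. Reagent: methionine, ATP and bulk E. coli tRNA.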
# MsrA inh: inhibitors of bovine MsrA. purified bovine MsrA, absorbance read-out. inhibition, % at 15.5 µM. hit rate 0.75% among 360,000. AID 651718; in the data active = inhibition above about 4.5%;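 also: 0% = vehicle wells with enzyme and 100% = reference inhibitor wells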
# CendR NRP1 mod: alters CendR peptide binding to human NRP-1. O14786. hit rate 0.85% among 360,000. AID 602438. FAM-RPARPAR peptide binding to NRP-1, fluorescence polarization. inhibition, % at 25 µM;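 active = inhibition or corrected inhibition above about 18%, plus a signal ratio from 0.5 to 1.5, limit read from the data, passing the limit was not always enough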; also: strong numbers were not always called active
# SUMO1 PPI mod: alters human SUMO1 binding to SIM partners; P63165; inhibition, % at 20 µM; AID 602429; SUMO1 binding to a labelled peptide, TR-FRET, 1 h; hit rate 0.33% among 360,000; in the data active = inhibition above about 37%
# Target sequence (P63165 whole entry, looked up): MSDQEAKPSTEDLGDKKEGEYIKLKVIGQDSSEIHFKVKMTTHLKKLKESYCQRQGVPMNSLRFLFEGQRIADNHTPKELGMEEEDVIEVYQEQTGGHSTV
# eLon inh: E. coli protease La inhibition; purified E. coli Lon protease, fluorescence polarization; P0A9M0; hit rate 0.42% among 360,000; inhibition, % at 7.94 µM; in the data active = inhibition above about 13%, passing the limit was not always enough;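 also: 0% = enzyme with probe and DMSO and 100% = no enzyme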
# DNMT1 inh: inhibitors of human DNMT1; P26358; DNMT1 molecular beacon, Hinp1I cleavage, fluorescence; inhibition (reported as % activation of signal), % at 10 µM; hit rate 0.83% among 360,000; AID 588458; in the data active = inhibition above about 50%
# MsrA act: bovine methionine sulfoxide reductase A activation | purified bovine MsrA, absorbance read-out | activation, % at 10.6 µM | hit rate 0.3% among 360,000 | AID 602163; in the data active = activation above about 7.5%;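 also: 0% = vehicle and 100% = reference activator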
# STEP inh: blocks human striatal-enriched tyrosine phosphatase; P54829; recombinant STEP, OMFP fluorogenic substrate, fluorescence; inhibition, % at 20 µM; hit rate 0.25% among 360,000;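 active = inhibition at 20 µM, scaled per plate between control wells, above about 37%, limit read from the data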;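 also: 0% = DMSO with enzyme and substrate and 100% = substrate only without enzyme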
#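 Test system: STEP tyrosine phosphatase / Reagent: OMFP at 25 µM / Doses: 20 µM, 1% DMSO / Read-out: percent inhibition scaled to no-enzyme and uninhibited-enzyme controls, plate-pattern corrected / Detection: FITC-channel fluorescence of OMFP product / Medium: Bis-Tris buffer pH 6.0, 2.5 mM DTT, 0.005% Tween 20 / Schedule: 20 min at room temperature, dark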
# The depositor's hits bear a star; . = no result given. Hits appear at their usual frequency. Share with any hit: about 4.3%.
SMILES,Scp1 inh,LMPTP inh,TbMetRS inhib,MsrA inh,CendR NRP1 mod,SUMO1 PPI mod,eLon inh,DNMT1 inh,MsrA act,STEP inh
COc1ccc(CCNC(=O)C2CC(c3cccc(F)c3)=NO2)cc1 (stereo not drawn),4,-1.8,-0.3,-2.1,0,-1,-12,-1,-1,-1
COc1ccc2[nH]c3c(c2c1)CCN1C(=O)C(CC(=O)NCc2ccc(OC)c(OC)c2)C[C@H](C(=O)N2CCOCC2)[C@@]31CCC1CCCC1 (stereo partly drawn),-4,0.3,-3.0,-0.6,-15,-1,-1,1,-9,0
COc1ccc(-c2cc(C(=O)NCC3CCCO3)c3ccccc3n2)c(OC)c1 (stereo not drawn),-4,-0.1,-1.2,1.7,-3,-7,-6,-2,-2,1
O=C1C=CC2C3C(=O)N(c4ccccc4)C(=O)C3C1N2Cc1ccccc1 (stereo not drawn),0,-1.4,0.5,-0.2,-6,1,-2,12,-5,1
NC1(C(=O)O)CC1,-6,-2.4,0.0,-0.6,5,-6,-2,-14,7,-4
O=C(NC1CC1)c1ccccc1,.,-1.1,-0.1,0.4,4,0,5,1,0,2
O=C(NCCc1ccc(Cl)cc1)C1CCC(=O)N1Cc1ccccc1Cl (stereo not drawn),2,-1.8,-0.1,0.2,11,2,2,-6,-1,0
O=C(/C=C/Nc1ccc(F)cc1)c1ccc(Br)cc1,-6,0.0,-0.1,1.3,-16,2,-7,3,-4,2
CNC(=S)NCc1ccc2[nH]c(C)cc2c1,-9,-1.1,0.0,1.5,3,5,2,-3,-5,-4
COc1ccc(C(CC(=O)N2CCOCC2)c2c(OC)cc(OC)c3ccc(=O)oc23)cc1 (stereo not drawn),16,0.4,-0.2,3.4,8,-9,4,23,-3,6
O=C(COc1coc(CN2CCN(c3ccccc3)CC2)cc1=O)Nc1ccc(F)cc1,9,0.4,-0.8,-1.0,17,2,-4,6,-12,3
Cc1ccc(C(=O)N/C(=C\c2ccc(Cl)cc2)C(=O)NCCCN2CCOCC2)cc1,-7,-7.6,0.6,1.4,0,-5,-6,4,-1,1
CCCN(CCC)C(=O)C1CCN(c2cc(C)nc3c(-c4ccc(OC)c(OC)c4)c(C)nn23)CC1,-7,0.7,0.0,-0.8,-10,22,-9,-7,-1,0
Cc1ccc(-c2ccc(=O)n(CC(=O)NCCC(C)C)n2)cc1,-4,1.6,-1.4,0.8,7,-15,7,1,-12,-1
COc1cccc(-c2c(C(=O)N/N=C/c3ccsc3)nnn2-c2nonc2N)c1,8,-0.7,0.3,2.5,5,-6,-5,-1,-1,-4
C=CCOc1ccc(CNc2nn[nH]n2)cc1OC,6,-2.0,-0.9,-0.8,-3,-2,-5,-6,1,1
CCOC(=O)C1=NN(c2ccc(Cl)cc2)C(c2ccccc2)CC1=O (stereo not drawn),-11,0.0,-0.5,1.0,12,-14,0,-6,-2,2
COC(=O)c1ccc(NC(=O)CN2C(=O)CC(C)S(=O)(=O)c3ccccc32)cc1 (stereo not drawn),-2,-0.8,0.1,-0.1,8,0,7,2,-1,-3
CN(C(=O)c1c[nH]c(=O)cc1C(F)(F)F)c1ccc(Cl)c(Cl)c1,-3,-0.6,0.5,-1.1,0,0,-7,1,-2,3
CCOC(=O)COc1ccc2c3c(c(=O)oc2c1)CCCC3,-8,-1.4,-0.9,0.5,4,3,2,-1,-2,1
COc1cc(OC)c(NC(=O)Cc2ccc(OC)c(S(=O)(=O)N3CCOCC3)c2)cc1Cl,-8,-0.3,-0.3,0.6,2,-3,-5,0,-3,0
Cc1ccc(C)c(-c2cc(C(=O)Nc3cccnc3)c3ccccc3n2)c1,-3,0.2,-0.3,1.0,11,-5,-7,-4,-4,0
CCCCNC(=O)c1onc(CSc2ccc(C(C)C)cc2)c1C(=O)O,-3,-0.8,0.0,-1.0,-12,10,2,4,-5,7
COc1ccc(/C=C2\SC(=S)N(CC(=O)OCC(=O)Nc3cc(Cl)cc(Cl)c3)C2=O)cc1,-6,1.5,-0.4,0.1,-10,-16,-22,-6,-2,22
O=C(O)C1CC(=O)N(c2ccc(OCc3ccc(Cl)cc3Cl)cc2)C1 (stereo not drawn),-8,-0.7,5.0,-1.6,-2,2,4,3,-3,2

# (list continues)
SMILES,Scp1 inh,LMPTP inh,TbMetRS inhib,MsrA inh,CendR NRP1 mod,SUMO1 PPI mod,eLon inh,DNMT1 inh,MsrA act,STEP inh
CC(C)n1cc([C@@H]2C[C@H]3CN(Cc4cccc(Cl)c4)C(=O)[C@]34CCCN24)cn1,-1,0.0,-0.1,0.8,-14,3,0,-5,-2,1
Cc1nc(SCc2nc3ccccc3[nH]2)c2oc3ccccc3c2n1,-4,3.0,0.8,-0.2,-9,6,-1,-4,1,2
COc1cc(C)ccc1OCC(=O)OCC(=O)c1[nH]c(C)c(C(C)=O)c1C,-7,-1.9,-0.3,-0.1,0,5,-4,1,-3,0
CC(C)OC(=O)C(C)Nc1ccc(F)c(Cl)c1 (stereo not drawn),-3,-0.2,-0.4,-1.2,4,2,7,4,-6,-3
CCc1cc2c(C)ccc(C)c2nc1SCC(=O)Nc1c(C)[nH]c(=O)[nH]c1=O,-2,0.9,-0.4,1.4,-23,-5,-3,46,-2,0
CCOC(=O)c1c(NC(=O)CC)sc(C(C)=O)c1C,-5,0.4,-0.7,0.8,-6,-4,2,1,-5,2
Cc1ccc(C)n1NC(=O)c1ccc(Cl)cc1,-6,1.0,-0.3,1.8,-8,0,-3,-3,-5,-3
CCN(CC(=O)Nc1c(F)cccc1F)C(=O)c1ccc2c(c1)OCCO2,0,0.5,-0.7,-1.7,-5,-8,3,-5,-9,0
Cc1cccc(C)c1OCC(=O)N(Cc1ccc(N(C)C)cc1)C1CCS(=O)(=O)C1 (stereo not drawn),-3,-1.4,-0.4,1.6,-10,2,-12,0,1,0
CCOC(=O)c1ccc(N2C(=O)C(O)=C(C(C)=O)C2c2ccc([N+](=O)[O-])cc2)cc1 (stereo not drawn),-6,-0.4,-1.0,3.5,4,-15,-1,2,-2,5
CSc1cc(C)[nH]c(=O)n1,-4,-0.5,-1.2,1.8,8,0,4,-2,-9,-1
O=C(N/N=C/c1ccc(-c2cccc([N+](=O)[O-])c2)o1)c1ccccc1O,74*,14,0.2,1.1,-22,-3,5,-1,-1,9
O=C(Nc1cc(-c2ccccc2)nn1-c1ccccc1)c1ccccc1F,-9,0.9,0.1,-1.0,-1,4,-4,8,-6,0
CCOc1ccc(OCCC(=O)N(CC)CC(=O)Nc2ccccc2C(F)(F)F)cc1,-2,0.5,-0.3,0.5,-2,5,-6,3,0,-3
NS(=O)(=O)c1cc2c(cc1Cl)NC(C1C[C@H]3C=C[C@@H]1C3)NS2(=O)=O (stereo partly drawn),-1,2.6,-1.3,0.8,-1,1,-4,-3,-6,0
COc1nc(C)nc2c1ccc1ccccc12,-12,-0.4,0.9,-0.1,2,7,-6,5,-3,0
C=CCNC(=S)N1CCN(CCNC2=CC(=O)CC(C)(C)C2)CC1,-10,-2.8,-0.1,-0.3,0,5,-4,2,0,-4
Cc1nc(C)c(/C(O)=C/c2nc3ccccc3oc2=O)s1,-10,-0.4,-0.7,-0.2,-11,-4,-6,-1,0,-2
COc1ccc(-c2nnc3ccc(SCC(=O)N4CCCCC4)nn23)cc1OC,-9,0.7,-0.6,-0.4,13,-14,3,-1,0,2

# Another view of some results above:
Scp1 inh	LMPTP inh	TbMetRS inhib	MsrA inh	CendR NRP1 mod	SUMO1 PPI mod	eLon inh	DNMT1 inh	MsrA act	STEP inh	compound
-6	-0.4	-1.0	3.5	4	-15	-1	2	-2	5	CCOC(=O)c1ccc(N2C(=O)C(O)=C(C(C)=O)C2c2ccc([N+](=O)[O-])cc2)cc1 (stereo not drawn)
-6	1.0	-0.3	1.8	-8	0	-3	-3	-5	-3	Cc1ccc(C)n1NC(=O)c1ccc(Cl)cc1

# Quoted at random: 6 entries already listed, in no set order.
SMILES,Scp1 inh,LMPTP inh,TbMetRS inhib,MsrA inh,CendR NRP1 mod,SUMO1 PPI mod,eLon inh,DNMT1 inh,MsrA act,STEP inh
CC(C)n1cc([C@@H]2C[C@H]3CN(Cc4cccc(Cl)c4)C(=O)[C@]34CCCN24)cn1,-1,0.0,-0.1,0.8,-14,3,0,-5,-2,1
CSc1cc(C)[nH]c(=O)n1,-4,-0.5,-1.2,1.8,8,0,4,-2,-9,-1
COc1ccc(-c2nnc3ccc(SCC(=O)N4CCCCC4)nn23)cc1OC,-9,0.7,-0.6,-0.4,13,-14,3,-1,0,2
CCc1cc2c(C)ccc(C)c2nc1SCC(=O)Nc1c(C)[nH]c(=O)[nH]c1=O,-2,0.9,-0.4,1.4,-23,-5,-3,46,-2,0
O=C(N/N=C/c1ccc(-c2cccc([N+](=O)[O-])c2)o1)c1ccccc1O,74*,14,0.2,1.1,-22,-3,5,-1,-1,9
CCOC(=O)c1c(NC(=O)CC)sc(C(C)=O)c1C,-5,0.4,-0.7,0.8,-6,-4,2,1,-5,2
